# GPR151 ag = human GPR151 activation; PathHunter beta-arrestin GPR151 cells, luminescence; 1% of 650,000 active; activation, % at 11.2 µM; in the data active = activation above about 4.9%;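 also: 0% = median of compound wells and 100% = cells with positive control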
# Target sequence (Q8TDV0 whole entry, looked up): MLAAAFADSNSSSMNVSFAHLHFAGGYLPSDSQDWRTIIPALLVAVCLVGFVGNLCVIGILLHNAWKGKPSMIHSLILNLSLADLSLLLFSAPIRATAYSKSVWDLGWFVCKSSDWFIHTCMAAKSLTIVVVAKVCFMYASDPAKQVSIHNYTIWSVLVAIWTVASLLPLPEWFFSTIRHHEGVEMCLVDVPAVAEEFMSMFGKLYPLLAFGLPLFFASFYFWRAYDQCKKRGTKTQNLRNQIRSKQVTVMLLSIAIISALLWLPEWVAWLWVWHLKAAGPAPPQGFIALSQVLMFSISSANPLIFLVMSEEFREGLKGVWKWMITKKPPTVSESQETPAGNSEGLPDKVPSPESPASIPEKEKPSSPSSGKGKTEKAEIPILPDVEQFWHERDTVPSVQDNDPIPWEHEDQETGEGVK
# TEAD-YAP inh = TEAD-YAP interaction inhibition; HEK-TIYL cells, TEAD-Gal4/YAP UAS-luciferase luminescence; inhibition, % at 9.12 µM; 1.4% of 640,000 active; in the data active = inhibition above about 32%;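 also: 0% = median of test compound wells and 100% = reference inhibitor wells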
# MITF inh = human MITF inhibition, primary screen; O75030; AlphaScreen MITF homodimerization, bead proximity signal; inhibition, % at 2.6 µM; 0.91% of 650,000 active; in the data active = inhibition above about 50%;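 also: 0% = vehicle wells with protein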
# Target sequence (O75030 whole entry, looked up): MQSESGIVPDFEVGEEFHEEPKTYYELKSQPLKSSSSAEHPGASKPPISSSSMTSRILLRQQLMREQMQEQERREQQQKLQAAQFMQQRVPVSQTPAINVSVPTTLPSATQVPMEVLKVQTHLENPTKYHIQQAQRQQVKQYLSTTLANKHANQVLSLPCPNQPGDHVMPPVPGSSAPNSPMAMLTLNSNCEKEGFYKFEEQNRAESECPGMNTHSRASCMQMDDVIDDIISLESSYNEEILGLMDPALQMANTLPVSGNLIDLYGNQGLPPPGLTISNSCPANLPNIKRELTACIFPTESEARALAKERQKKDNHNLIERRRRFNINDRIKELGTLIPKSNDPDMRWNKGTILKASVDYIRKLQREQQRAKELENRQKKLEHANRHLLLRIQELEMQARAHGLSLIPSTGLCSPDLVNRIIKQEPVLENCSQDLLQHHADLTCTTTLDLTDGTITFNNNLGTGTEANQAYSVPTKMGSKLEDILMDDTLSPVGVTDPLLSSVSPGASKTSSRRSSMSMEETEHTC
# FBW7 activator = human FBW7 E3 ligase activation, primary screen; Q969H0; AlphaScreen FBW7–phospho-cyclin E peptide binding, activator screen; normalized activity (activation), % at 26.1 µM; 0.13% of 650,000 active; in the data active = normalized activity above about 1.9%;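 also: purified mutant Fbw7 with reduced substrate affinity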
# Numbers without * were called inactive; nt = not tested or not shown.
mol	GPR151 ag	TEAD-YAP inh	MITF inh	FBW7 activator
COC(=O)C1=C(N)OC2=C(C(=O)CC(C)(C)C2)C1c1cccc(F)c1 (centres undefined)	2.2	4.2	12.0	-0.2
CCOCCCNC(=O)C1c2ccccc2C(=O)N(CCOC)C1c1c[nH]c2ccccc12 (centres undefined)	-1.0	-5.5	-13.8	-0.1
O=C(Cn1nc(C(=O)O)c2ccccc2c1=O)NC1CCCCC1	-0.2	2.9	-3.0	0.0
C=CCNC(=O)c1c(C)c(C(=O)OCC)n(CC)c1C	-0.9	-6.1	-3.8	0.1
COc1ccccc1C(=O)NC(NCCOC12CC3CC(CC(C3)C1)C2)(C(F)(F)F)C(F)(F)F	-1.2	7.8	-13.9	0.1
COC(=O)C1=C(C)N=c2s/c(=C/c3ccc(C)cc3)c(=O)n2C1c1ccccc1 (centres undefined)	-0.1	2.5	18.1	0.0
COc1ccccc1NC(=O)CSc1nnc(-c2ccc(N)cc2)n1C	2.8	-9.5	11.8	-0.3
O=C(CSc1nnc(NC(=O)C(c2ccccc2)c2ccccc2)s1)NC1CC1	0.5	4.1	-2.9	-0.1
Cc1ccc(S(=O)(=O)c2nnn3c2nc(N2CCOCC2)c2ccccc23)cc1C	-0.3	-4.6	14.9	0.2
Cc1cc(C(=O)Nc2sc3c(c2C#N)CCCC3)ccc1[N+](=O)[O-]	0.6	1.6	10.7	0.2
Cc1cc2ccccc2c(=O)n1CC(=O)Nc1nc2ccccc2s1	0.0	-1.4	-1.3	-0.2
O=C(COc1ccccc1)Nc1nnc(-c2ccccc2)o1	6.0*	-4.8	13.2	0.1
O=C1N(c2ccccc2)C(c2ccccc2F)C1(F)F (centres undefined)	0.6	-0.4	1.6	0.1
Cc1ccc(N(Cc2cc3ccccc3[nH]c2=O)S(C)(=O)=O)cc1	1.7	-2.3	-7.8	0.1
COc1ccc(-c2nc(C(N)=O)c3[nH]c(=O)n(-c4ccccc4OC)c3n2)cc1	0.9	48.4*	4.9	0.0

# Shown with values under each structure: 6 of the compounds above.
# Values run as follows: GPR151 ag	TEAD-YAP inh	MITF inh	FBW7 activator
COC(=O)C1=C(C)N=c2s/c(=C/c3ccc(C)cc3)c(=O)n2C1c1ccccc1 (centres undefined)
    -0.1	2.5	18.1	0.0
COc1ccccc1NC(=O)CSc1nnc(-c2ccc(N)cc2)n1C
    2.8	-9.5	11.8	-0.3
O=C(CSc1nnc(NC(=O)C(c2ccccc2)c2ccccc2)s1)NC1CC1
    0.5	4.1	-2.9	-0.1
Cc1ccc(S(=O)(=O)c2nnn3c2nc(N2CCOCC2)c2ccccc23)cc1C
    -0.3	-4.6	14.9	0.2
Cc1cc(C(=O)Nc2sc3c(c2C#N)CCCC3)ccc1[N+](=O)[O-]
    0.6	1.6	10.7	0.2
Cc1cc2ccccc2c(=O)n1CC(=O)Nc1nc2ccccc2s1
    0.0	-1.4	-1.3	-0.2

# Later entries.
mol	GPR151 ag	TEAD-YAP inh	MITF inh	FBW7 activator
CCOc1ccc(NC(=O)CC2OCCN(Cc3ccccc3)C2=O)cc1 (centres undefined)	0.6	4.6	2.0	-0.2
CCOc1ccc(CN2CCNC(=O)C2CC(=O)NCc2cn3c(n2)SCC3)cc1 (centres undefined)	-0.3	-2.5	8.4	0.2
O=C1C2C3CC(C(Br)C3Br)C2C(=O)N1n1cnnc1 (centres undefined)	-0.6	5.9	-8.3	0.1
COC(=O)C1=C(C)NC(=O)/C1=C\c1cc(C)n(-c2ccc(C)cc2)c1C	-0.7	2.7	3.4	-0.4
Cc1ccc(C2C(=O)N(C3CCC(C)CC3)CC(=O)N2C2CC2)cc1 (centres undefined)	-0.3	-3.4	-6.3	-0.1
CCCC(c1nnnn1C(C)(C)CC)N1CCN(c2ccc(OC)cc2)CC1 (centres undefined)	1.2	-2.9	-11.2	-0.1
O=C(Nc1ccccc1)C1Cc2ccccc2CN1S(=O)(=O)c1ccc(F)cc1 (centres undefined)	0.0	-0.2	19.9	0.8
CCCCOC(=O)c1cccc(-c2ccc(/C=C3\C(=O)N(CCO)C(=O)C(C#N)=C3C)o2)c1	8.9*	-23.0	-5.2	-0.1
O=P1(NCCCN2CCOCC2)C=C(c2ccccc2)OC(c2ccccc2)=C1	3.1	4.8	1.4	-0.2
CCOc1ccc(NC(=O)C(=O)C2C(=O)Nc3ccccc32)cc1 (centres undefined)	0.0	6.0	13.5	0.8
CCCCc1ccc(C2=N/C(=C\c3ccc(OCC)cc3)C(=O)O2)cc1	0.3	-2.8	13.1	0.0
CC1(C)Oc2ccc(C(=O)N3CCc4ccccc43)cc2N(CC(=O)N2CCCC2)C1=O	3.0	1.3	8.4	0.1
COc1cccc(C2NC(C(=O)O)CS2)c1OCc1ccccc1 (centres undefined)	-0.9	-25.3	-0.9	-0.1
CN1CCN(c2ccc(-c3nc(NC4CCN(Cc5ccccc5)CC4)c4ncn(C5CCCCC5)c4n3)cc2)CC1	-2.7	2.9	0.7	-0.2
CCn1c2cc(C)sc2c2cnn(CC(=O)NC3CCCC3)c(=O)c21	0.5	-5.6	5.5	-0.1

# Reprinted from the part before: 2 compounds, then new ones.
mol	GPR151 ag	TEAD-YAP inh	MITF inh	FBW7 activator
CN1CCN(c2ccc(-c3nc(NC4CCN(Cc5ccccc5)CC4)c4ncn(C5CCCCC5)c4n3)cc2)CC1	-2.7	2.9	0.7	-0.2
CCn1c2cc(C)sc2c2cnn(CC(=O)NC3CCCC3)c(=O)c21	0.5	-5.6	5.5	-0.1
O=C(c1cccs1)n1nc(-c2cccnc2)nc1NCc1ccco1	0.1	-4.5	-3.7	0.0
CC(C)N(C(=O)COC(=O)/C=C/c1ccccc1[N+](=O)[O-])C(C)C	3.4	2.5	7.0	-0.1
O=C(CCn1c(=O)oc2ccccc21)Nc1ccc2c(c1)OCCO2	3.2	-40.5	12.5	0.2
Cc1cc(C)n2cc(CNCc3c(C(=O)N4CCCC4)nc4ccccn34)nc2c1	-1.6	-1.3	0.1	-0.1
Cc1cccc(NC(=O)CSc2nc(N3CCCCC3)nc3ccccc23)c1	2.6	-10.4	-24.7	0.9
Cc1ccc(CSc2nc(=O)n(CCCO)c3c2CCC3)cc1	-0.4	3.2	4.3	0.3
CCCCOc1ccc(C2C(=O)N(C3CCCCC3)CC(=O)N2CC2CCCO2)cc1 (centres undefined)	-0.3	-8.7	3.4	-0.1
C/C(=N\NC(=O)c1ccc(Cl)cc1Cl)c1ccncc1	-0.6	-9.7	1.1	0.0
O=C(Cn1c(O)c(/C=C2\C=Nc3ccccc32)sc1=O)Nc1ccccc1F	-0.2	-2.5	-5.1	-0.1
COc1cc(C(=O)Nc2cnc(NC(=O)C(C)C)cc2C)cc(OC)c1OC	0.5	3.2	10.9	0.0
O=C(NC1CC1)c1ccc([N+](=O)[O-])cc1	0.4	-10.7	-2.6	0.1
CCOC(=O)c1cc2c(c(CSc3nc4ccccc4c(=O)n3Cc3ccccc3OC)c1)OCOC2	-0.8	11.6	16.4	0.3
Nc1c(C(=O)Nc2ccccc2)sc2nc3cc4c(cc3cc12)OCCO4	-1.0	8.2	8.8	0.1
COc1ccc2cc(C)c(SCC(N)=O)nc2c1	2.5	-3.8	0.8	-0.1
O=C1OC(c2cc(F)c(F)cc2Cl)=N/C1=C\c1cccc2ccccc12	1.0	2.5	-2.5	-0.1
Cc1ccccc1CSc1nc2ccsc2c(=O)n1CCN1CCCC1	-1.0	-3.2	7.8	0.1
Cc1cccc(C(=O)Nc2ccc(NC(=O)CN3CCOCC3)cc2)c1	-0.2	3.3	6.5	0.0
Cn1c2ccccc2c2nnc(SCC(=O)Nc3ccccc3F)nc21	-0.5	1.1	0.7	-0.2
O=C(NCc1ccc(F)cc1)c1cccc(-n2c(=S)[nH]c3cc(Cl)ccc3c2=O)c1	0.4	1.2	-4.8	-0.1
Cc1nnc(SCC(=O)NCc2ccc3c(c2)OCO3)s1	0.3	-4.6	0.4	0.0
OCCC/C=C/c1ccccc1	0.9	nt	15.6	nt
COc1ccc(CNc2ccc(C(=O)N3CCCCC3)cc2S(=O)(=O)Nc2cccc(OC)c2)cc1	0.6	0.9	6.3	0.1
COc1ccccc1CNC(=O)c1nnn(-c2nc(-c3ccccc3)cs2)c1C	-0.6	3.9	-4.7	-0.1
CC(C)c1ccc(NC(=O)CCNS(=O)(=O)c2cccc3nonc23)cc1	0.3	9.6	12.8	-0.1
C=CCN(C(C)=O)c1nc(C)c(Br)c(OC)n1	1.9	-4.2	-7.2	0.0
O=C(NCc1ccco1)c1sc2cc([N+](=O)[O-])ccc2c1Cl	3.3	6.3	14.7	-0.4
CC(=O)Nc1ccc(NC(=S)Nc2ccccc2)cc1	0.8	6.6	4.1	0.0
COc1ccc(C(C)NC(=O)Cc2ccc(Br)cc2)cc1 (centres undefined)	-1.6	8.5	4.1	0.1
COc1ccc(OCc2cc(C(=O)NCCc3ccncc3)no2)c(Cl)c1	1.2	-0.6	-0.2	-0.2
Cc1cccc2c(N3CCCC3)nc(CNS(=O)(=O)c3ccc(F)cc3)nc12	1.5	0.7	1.6	0.1
Cc1ccc(S(=O)(=O)NC(=O)Nc2ccccc2-c2cnn(C)c2)cc1	0.1	-1.3	-1.2	0.1
CC1(c2ccc([N+](=O)[O-])cc2)NC(=O)N(CCOc2cccc(Cl)c2)C1=O (centres undefined)	1.4	-9.0	2.1	0.0
O=C(c1nn2c(C(F)(F)F)cc(-c3ccco3)nc2c1Br)N1CCCCCC1	-0.4	5.3	-11.4	-0.1
CN(CCCN1CCCCC1)C(=O)CCc1nnc(C2CCCCC2)o1	-0.4	-3.2	1.8	0.0
O=C(NCc1ccccc1)c1cccc(NCCCN2CCCC2=O)n1	-0.2	-9.0	5.9	-0.1
CC1=C(C(=O)OCCc2ccccc2)C(c2ccc(Cl)cc2)C2=C(CCCC2=O)N1 (centres undefined)	1.3	9.5	-9.5	0.4
Cn1c(=O)c2c(nc3n(Cc4ccc5c(c4)OCO5)c(-c4ccccc4)cn23)n(C)c1=O	1.3	14.2	10.3	0.2
O=C(NCCc1ccccc1)c1cccc(OC2CCN(Cc3ccon3)CC2)c1	4.2	-0.3	3.7	0.0
Cc1ccc(-c2c(C#N)c(SCC(=O)OC(C)(C)C)nc3c2CCCC3)cc1	1.9	7.7	-1.6	0.3
O=C(c1cc(-c2ccncc2)nc2ccc(Cl)cc12)N1CCCC1	-1.6	-1.1	26.3	0.3
CCCCn1c(SCc2ccncc2)nc2c(sc(=S)n2CCc2ccccc2)c1=O	-0.4	-0.6	12.8	0.0
O=C(CSc1nc2ccccc2c2nc3ccccc3n12)c1ccc(Br)cc1	0.5	10.2	11.8	0.3
COc1cccc(C2C(=O)N(C3CCC(C)CC3)CC(=O)N2Cc2ccccc2Cl)c1OC (centres undefined)	0.2	2.7	-1.0	-0.3
Cc1ccc2c(c1)C(c1ccccc1)N(C(=O)c1ccccc1Cl)CC(=O)N2 (centres undefined)	-1.0	7.8	-5.9	-0.2
COc1ccc(C(=O)Nn2c(C)nc3ccccc3c2=O)cc1Br	0.1	12.8	-6.6	0.1
O=C(O)CN1C(=O)COc2ccc(Cl)cc21	0.6	9.8	13.2	0.6
O=C(O)CCCC(=O)Nc1nc(-c2ccc([N+](=O)[O-])cc2)cs1	-1.2	6.5	18.9	0.2
COc1ccc(-c2noc(N3CCCC3)n2)cc1OC	-3.4	-79.8	-1.8	-0.1
CCc1ccc(C2CC(c3ccccc3)Nc3ncnn32)cc1 (centres undefined)	-0.4	5.6	11.1	0.0
Cc1ccc(C(=O)N/C(=C\c2ccccc2F)C(=O)N2CC3CC(C2)c2cccc(=O)n2C3)cc1 (centres undefined)	0.2	2.6	-5.0	0.1

# Entries shown so far containing a nitro group on carbon (six):
mol	GPR151 ag	TEAD-YAP inh	MITF inh	FBW7 activator
Cc1cc(C(=O)Nc2sc3c(c2C#N)CCCC3)ccc1[N+](=O)[O-]	0.6	1.6	10.7	0.2
CC(C)N(C(=O)COC(=O)/C=C/c1ccccc1[N+](=O)[O-])C(C)C	3.4	2.5	7.0	-0.1
O=C(NC1CC1)c1ccc([N+](=O)[O-])cc1	0.4	-10.7	-2.6	0.1
O=C(NCc1ccco1)c1sc2cc([N+](=O)[O-])ccc2c1Cl	3.3	6.3	14.7	-0.4
CC1(c2ccc([N+](=O)[O-])cc2)NC(=O)N(CCOc2cccc(Cl)c2)C1=O (centres undefined)	1.4	-9.0	2.1	0.0
O=C(O)CCCC(=O)Nc1nc(-c2ccc([N+](=O)[O-])cc2)cs1	-1.2	6.5	18.9	0.2
